# Source: PubChem (several laboratories)
# HSF1 inhib = HSF1 inhibition. hit rate 0.77% among 300,000. NIH3T3-HGL HSE-luciferase, MG132-induced, luminescence 8 h; active compounds read low. activity change, negative = inhibition, % at 7.5 µM (by protocol);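 active = more than half of replicate wells show activity change below -50%, luminescence cut by over half; inconclusive = some wells, but at most half, below -50%; inactive = no replicate well below -50%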;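 note: luciferase reports HSF-1 transcriptional activity via heat shock element; 0% = median of DMSO wells and -100% = zero luminescence signal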
# HSP90 refold inh = inhibitors of HSP90 luciferase refolding in rabbit reticulocyte lysate. luciferase refolding luminescence, 3 h. inhibition, % at 5.6 µM. hit rate 0.91% among 290,000. AID 1789;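 active = inhibition above the screen-wide mean plus 3 SD, computed separately per campaign, cut at about 16% in these data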;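 note: 0% = DMSO wells and 100% = 60 µM geldanamycin wells; inhibitors lower the luminescence because luciferase stays unfolded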
# HIF act = HIF pathway transcriptional activation | U2OS HRE-luciferase reporter, luminescence; normalized: DMSO 0%, desferrioxamine 100% | hit rate 0.32% among 300,000 | AID 1910 | activation, % at 7.5 µM (by protocol);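 active = mean activation of at least 10% of the iron chelator positive control signal, with at least half of replicates also reaching 10%; inconclusive = mean and replicate majority disagree about reaching 10%; inactive = mean and most replicates under 10%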
# KLF5 inhibitor = suppresses KLF5 promoter-driven expression; DLD-1 KLF5 promoter-luciferase reporter, luminescence; inhibition, % at 5 µM; hit rate 0.23% among 290,000; AID 1700;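 active = inhibition above a per-plate limit of that plate's mean compound inhibition plus 3 SD, cut at about 60% in these data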;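 note: 0% = DMSO wells and 100% = LY294002 at 200 µM; higher means less KLF5 promoter-driven luciferase light; inactives centre near -14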
# HSF-1 act = increases HSF-1 driven luciferase reporter signal | NIH3T3-HGL HSF-1 luciferase reporter, MG132, 8 h; 100% = twice DMSO control signal | activation, % at 9 µM | hit rate 1.7% among 300,000;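 active = mean replicate activation of at least 50% with a set share of replicates each reaching 50%; inconclusive = only one of those two conditions met; inactive = mean below 50% and too few replicates reaching it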;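 note: 0% = median of the neutral control wells and 100% = twice that signal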
# IEC-6 tox = counter-screen for KLF5 inhibitors: cytotoxicity in IEC-6 cells; hit rate 0.78% among 290,000; inhibition, % at 5 µM; IEC-6 cytotoxicity, luminescence viability; in the data active = inhibition above about 22%;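 note: 0% = plate median of test compound wells and 100% = cytotoxic reference compound wells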
# HDAC3 inhib = blocks human histone deacetylase 3; O15379; recombinant HDAC3, fluorogenic peptide/trypsin coupled, fluorescence; inhibition, % at 8.3 µM; hit rate 0.15% among 320,000; AID 2718; in the data active = inhibition above about 26%, passing the limit was not always enough; inconclusive = no clear call, values can overlap the other calls
# Target sequence (O15379 whole entry, looked up): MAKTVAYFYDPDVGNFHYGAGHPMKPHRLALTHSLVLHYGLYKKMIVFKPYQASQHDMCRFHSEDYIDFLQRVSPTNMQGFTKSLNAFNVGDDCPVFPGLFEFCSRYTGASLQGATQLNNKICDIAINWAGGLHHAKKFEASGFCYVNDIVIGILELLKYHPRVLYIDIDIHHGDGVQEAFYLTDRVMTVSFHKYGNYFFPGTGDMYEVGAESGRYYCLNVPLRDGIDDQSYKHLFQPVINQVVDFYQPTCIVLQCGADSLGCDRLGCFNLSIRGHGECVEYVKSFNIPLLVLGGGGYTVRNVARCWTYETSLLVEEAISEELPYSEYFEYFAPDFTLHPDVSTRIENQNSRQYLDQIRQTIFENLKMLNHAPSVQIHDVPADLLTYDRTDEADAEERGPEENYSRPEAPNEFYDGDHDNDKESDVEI
# Platelet DG rel = platelet dense granule release activity | AID 1663 | inhibition, %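 (compounds screened at 7.5 µM in platelet-rich plasma)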 | human platelet-rich plasma, SFLLRN dense granule ATP release, luminescence | hit rate 0.22% among 300,000;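 active = mean replicate score, as percent of positive control, at or above 50; inconclusive = mean below 50 but at least one replicate at or above 50; inactive = mean and every replicate below 50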
# aSyn UTR inh = 5' untranslated region of α-synuclein, MLPCN primary screen. alpha-synuclein 5'UTR reporter, inhibitor activity. inhibition, % (tested at 7.5 µM). hit rate 0.82% among 300,000. AID 1813; in the data active = inhibition above about 60%; inconclusive = no clear call, values can overlap the other calls;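 note: H4 neuroglioblastoma cells stably carrying SNCA 5'UTR luciferase fusion; 0% = DMSO wells and 100% = positive control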
# AI-2 QS modul = modulates the Vibrio harveyi AI-2 quorum sensing system; Vibrio harveyi JMH597 AI-2 luminescence/OD600 ratio, 9 h; active compounds read low; strain lacks LuxN and CqsS sensors; 0 = neutral-control median; activity change, % at 7.5 µM; AID 2094; hit rate 0.4% among 300,000; in the data active = activity change below about -75%, passing the limit was not always enough; inconclusive = no clear call, values can overlap the other calls;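 note: luminescence divided by OD600 gain over 9 h not by final OD600 alone; inactives centre near 13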
# * hit, by the source's call; ? = inconclusive; . = not tested or not shown.
nr	compound	HSF1 inhib	HSP90 refold inh	HIF act	KLF5 inhibitor	HSF-1 act	IEC-6 tox	HDAC3 inhib	Platelet DG rel	aSyn UTR inh	AI-2 QS modul
1	COc1ccc(-c2noc(C3CCCN(C(=O)c4ccccc4OC)C3)n2)cc1 (stereo unspecified)	-4	-3	-1.1	-2	-6	1	4	5	-49	0
2	Cc1ccc(-c2c(C(=O)N/N=C/C3CC=CCC3)nnn2-c2nonc2N)cc1 (stereo unspecified)	2	-2	0.0	8	-8	5	-2	1	14	9
3	Cc1ccc(NC(=O)c2ccccc2NC(=O)c2cccs2)cc1	-2	-2	0.1	-2	1	2	-3	-2	-80	15
4	O=C(CCc1ccccc1)NCCc1nc2ccccc2[nH]1	-1	-2	-0.6	0	-12	2	0	-9	-7	1
5	COc1cc(NC(=O)Cc2cccc3ccccc23)c(C(=O)O)cc1OC	-6	-6	-0.8	-5	-17	-2	0	2	11	9
6	N=c1sccn1CC(=O)NCc1ccc(Cl)cc1Cl	-5	-3	0.2	4	-1	-8	-1	0	3	13
7	COC(=O)c1ccc(NC(=S)NC(=O)c2cc(-c3ccccc3)nc3ccccc23)cc1	-7	-1	-3.2	-29	-3	-7	-7	-2	-1	2
8	N#C/C(=C\c1ccc(-c2ccccc2Cl)o1)C(=O)Nc1nc2ccccc2s1	-2	2	0.0	11	5	12	9	5	-30	9
9	Cc1cc(C)c2nc(N(CCCN(C)C)C(=O)c3ccc4c(c3)CCCC4)sc2c1	-5	.	-22	.	8	.	13	0	-8	7
10	COC(=O)c1ccc(OC(=O)CCN2C(=O)C3CCCCC3C2=O)cc1 (stereo unspecified)	25	2	0.2	-7	61*	3	-1	0	12	13

# Among those listed so far, these have sulfur:
nr	compound	HSF1 inhib	HSP90 refold inh	HIF act	KLF5 inhibitor	HSF-1 act	IEC-6 tox	HDAC3 inhib	Platelet DG rel	aSyn UTR inh	AI-2 QS modul
3	Cc1ccc(NC(=O)c2ccccc2NC(=O)c2cccs2)cc1	-2	-2	0.1	-2	1	2	-3	-2	-80	15
6	N=c1sccn1CC(=O)NCc1ccc(Cl)cc1Cl	-5	-3	0.2	4	-1	-8	-1	0	3	13
7	COC(=O)c1ccc(NC(=S)NC(=O)c2cc(-c3ccccc3)nc3ccccc23)cc1	-7	-1	-3.2	-29	-3	-7	-7	-2	-1	2
8	N#C/C(=C\c1ccc(-c2ccccc2Cl)o1)C(=O)Nc1nc2ccccc2s1	-2	2	0.0	11	5	12	9	5	-30	9
9	Cc1cc(C)c2nc(N(CCCN(C)C)C(=O)c3ccc4c(c3)CCCC4)sc2c1	-5	.	-22	.	8	.	13	0	-8	7

# Next part
nr	compound	HSF1 inhib	HSP90 refold inh	HIF act	KLF5 inhibitor	HSF-1 act	IEC-6 tox	HDAC3 inhib	Platelet DG rel	aSyn UTR inh	AI-2 QS modul
11	CCCOc1ccc(/C=N/Nc2ccccc2[N+](=O)[O-])c(OCCC)c1	-1	-4	0.2	-3	19	3	0	1	-133	12
12	CC(=O)Nc1cc(-c2ccccc2)ccc1O	-2	0	0.3	-11	-20	-7	-3	13	8	1
13	COc1cccc(C(=O)NNC(=O)c2ccc3ccccc3c2O)c1	-49	.	0.0	.	-54	.	6	-3	1	0
14	NC(=O)CSc1nnc(Cc2ccc3c(c2)OCO3)n1C1CCCCC1	-1	6	-0.1	-18	26	4	4	-3	23	23
15	O=C(N=NC(=O)c1ccc2c(O)n(CC3CCCO3)c(O)c2c1)c1cccnc1 (stereo unspecified)	5	-1	-0.6	-5	8	-1	-11	0	-2	34
16	CC(=O)c1sc(NC(=O)c2c(F)cccc2F)nc1C	4	2	0.3	-40	27	-6	0	-1	-9	4
17	COCCCNc1nc2c(c(=O)[nH]c(=O)n2C)n1CC(O)COc1ccccc1 (stereo unspecified)	-6	0	0.4	-17	7	-4	-2	6	1	27
18	O=C(Nc1ccc2ccccc2c1)c1ccc(Cl)cc1Cl	13	17*	-12	-31	51*	-2	.	-10	3	9
19	CC(C)N1CCN(CCCc2ccccc2)CC1CCO (stereo unspecified)	-7	-5	0.7	-22	0	-6	-1	2	-15	13
20	C(=N\Nc1ncnc2nc[nH]c12)/c1cccs1	6	-3	3.6	-23	15	-6	10	-4	-69	24
21	CCCCC[n+]1cccc2c3ccccc3ccc21	-25	-1	0.5	49	-27	14	-11	0	26	26
22	O=C(COC(=O)CCCN1C(=O)c2cccc3cccc(c23)C1=O)Nc1cccc(C(F)(F)F)c1	0	1	0.8	6	8	0	-3	-11	-31	18
23	CCc1nc2ccccc2n1CC1CC1(Cl)Cl (stereo unspecified)	-15	-1	-0.2	4	-1	0	-7	3	-12	9
24	CCOc1ccc2nc(SC3CC(=O)N(c4ccc(C)cc4)C3=O)sc2c1 (stereo unspecified)	-2	2	0.2	5	18	5	-1	11	-45	31
25	O=C(Cn1nnc2ccccc21)c1ccc([N+](=O)[O-])cc1	14	-1	0.2	-31	17	3	-5	-5	-6	46
26	O=C(NCC(c1ccco1)N1CCOCC1)c1cccc(Cl)c1 (stereo unspecified)	7	.	-54	.	26	.	-3	-3	-2	19
27	COC(=O)c1ccc(N2CCN(C)CC2)c(NC(=O)c2cccs2)c1	-2	4	0.5	-6	14	1	6	6	-10	.
28	CCc1nnc(NC(=O)CN2C(=O)c3ccccc3C2=O)s1	-16	1	0.1	-20	-6	-4	-1	-1	-6	?
29	O=C(O)CCCC(=O)Nc1ccc(-n2ccc(C(F)(F)F)n2)cc1	0	-1	0.0	12	16	5	1	13	5	23
30	CCn1c(NCc2cc(Cl)ccc2O)nc2ccccc21	1	1	-0.3	-39	-20	11	-3	-4	14	-3
31	O=C(Nc1ccc2c(c1)OCO2)c1ccc([N+](=O)[O-])cc1[N+](=O)[O-]	25	4	0.4	-63	47	-2	6	-7	-35	26
32	Cc1nc(C)n(CC(C)C(=O)N2CCN(S(=O)(=O)c3ccc(Cl)cc3)CC2)n1 (stereo unspecified)	-7	4	-0.6	-6	4	-1	-3	12	8	10
33	O=C(NC1CCCCCC1)c1cc2c(=O)n3ccccc3nc2s1	8	2	2.5	-41	17	2	-11	30	-85	0
34	COc1ccccc1C(=O)N1CCN(c2ccc(N3CCOCC3)nn2)CC1	-4	.	-0.1	.	-8	.	.	13	0	26
35	CC1CN(C2CCN(C(=O)c3cccc(Cl)c3)CC2)CC(C)O1 (stereo unspecified)	-5	-1	-0.4	-44	-23	3	-1	1	15	3
36	CC(C)Sc1nc(N2CCOCC2)c2c3c(sc2n1)COC(C)(C)C3	-1	-1	-0.6	6	2	-1	3	-7	28	11
37	C[C@@H]1CN(Cc2cn(C)nc2-c2cccc(Cl)c2)C[C@H](C)O1	4	3	-0.3	-7	28	-2	-1	-4	9	27
38	CC(C)c1cc(CN2CCOCC2)cc(C(C)C)c1O	-8	7	-0.4	6	4	3	1	2	-3	15
39	COc1ccc(NC(=O)c2cc(-c3cc(OC)c(OC)c(OC)c3)nc3ccccc23)c(OC)c1	-13	-4	-0.8	-13	-3	12	-1	11	-2	8
40	CCOc1ncccc1C(=O)OCC(=O)c1cccc(Br)c1	1	-1	1.1	-1	3	-4	-2	-1	19	33
41	O=C1CC(N2CCN(C3CC(=O)N(CCc4ccccc4)C3=O)CC2)C(=O)N1CCc1ccccc1 (stereo unspecified)	0	-3	-37	-21	20	4	-2	-3	23	12
42	CCOc1ccc(NC(=O)CN(C)c2ccc(S(=O)(=O)N(C(C)C)C(C)C)cn2)cc1OCC	1	6	-2.5	-54	-3	-3	3	-10	?	19
43	Cc1cc(C)c2c(C)[nH]nc2n1	-1	3	0.4	-17	-13	1	4	-6	-1	6
44	Cc1cc(-c2ccccc2)[nH]c(=O)c1S(=O)(=O)c1ccccc1	8	-2	-0.3	19	8	-1	-11	-3	-2	0
45	Cc1cccc(Cc2c(C)nc3c(C(=O)NCc4ccco4)cnn3c2C)c1	19	1	-0.5	-30	11	-7	0	-10	28	13
46	CN(c1ccccc1C(=O)NCc1ccccn1)S(C)(=O)=O	1	-4	0.1	-3	5	-6	4	5	35	7
47	Cc1ccc(S(=O)(=O)N2CCN(C(=O)CSc3nc4ccccc4o3)C2)cc1	4	-2	-0.1	2	4	-2	1	-10	12	26
48	Cc1csc(CNC(=O)c2cc(COc3c(C)cccc3C)on2)n1	9	2	0.3	-16	25	4	8	8	6	1
49	CCOc1ccccc1C(=O)NCC(=O)O	1	-4	-0.2	-11	15	9	5	5	4	8
50	COc1ccc(C(CC(=O)O)NC(=O)c2ccccc2[N+](=O)[O-])cc1 (stereo unspecified)	-2	8	0.2	-18	2	2	-1	-34	4	15

# Individual results from the entries so far:
# HDAC3 inhib, `CCOc1ccc(NC(=O)CN(C)c2ccc(S(=O)(=O)N(C(C)C)C(C)C)cn2)cc1OCC` is entered as 3
# IEC-6 tox, `Cc1cc(-c2ccccc2)[nH]c(=O)c1S(=O)(=O)c1ccccc1` is entered as -1
# KLF5 inhibitor, `Cc1ccc(S(=O)(=O)N2CCN(C(=O)CSc3nc4ccccc4o3)C2)cc1` is entered as 2

# (continued)
nr	compound	HSF1 inhib	HSP90 refold inh	HIF act	KLF5 inhibitor	HSF-1 act	IEC-6 tox	HDAC3 inhib	Platelet DG rel	aSyn UTR inh	AI-2 QS modul
51	O=C(Nc1scc(-c2ccc(Br)cc2)c1C(=O)O)c1ccccc1F	8	.	0.3	.	6	.	3	3	-37	26
52	O=C1CC2(CCCCC2)Oc2ccc(OCC(=O)N3CCOCC3)cc21	-7	-1	-0.5	0	-22	-2	-25	0	17	8
53	Cc1ccc(Sc2nc3ccc(C)cn3c(=O)c2/C=N/O)cc1	17	2	-0.2	-51	27	9	0	-7	2	11
54	CC(C)Cc1csc(NC(=O)c2ccc(Br)cc2)c1C(=O)O	-1	0	-0.1	1	7	-1	0	-5	-9	18
55	COC(=O)c1cccc(-n2c(C)cc(C=O)c2C)c1C	-5	10	0.3	-44	3	7	-4	-1	-35	19
56	CCOC(=O)Cc1csc(NC(=O)CSc2nnc(-c3ccncc3)o2)n1	5	0	-0.2	-17	10	4	6	0	-1	43
57	Cn1c(-c2ccc3c(c2)OCO3)cnc1NC(=O)CCC(=O)NCCc1ccccc1	9	4	0.2	-62	29	-1	3	2	-6	11
58	CCOC(=O)c1c(-c2ccccc2)csc1NC(=O)c1nn(CC)cc1Br	.	-1	-0.1	-10	.	-2	8	-7	-2	8
59	Cn1c(Cn2c(=O)sc3ccccc32)nnc1SCC(=O)N1CCN(c2ccccc2)CC1	-7	1	0.1	2	-13	0	-2	-4	-4	-8
60	CCN(CC)CCn1c2ccccc2c2n[nH]c(=S)nc21	-5	3	0.7	-5	24	2	-3	15	-15	-1
61	Cc1ccc(S(=O)(=O)N(C)CC(=O)O/N=C(\N)c2ccccn2)cc1	-5	0	-0.3	-9	-19	3	-2	-4	9	24
